Screening results as filed in PubChem.
Rtt109 Vps75: inhibitors of C. albicans Rtt109/Vps75 HAT, primary screen, biochemical, ThioGlo CoA-SH fluorescence, plate reader; purified Rtt109/Vps75, 4 h; inhibition, % at 34.9 µM; hit rate 0.16% among 330,000;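 active means inhibition of at least 50% in every replicate; inconclusive means best replicate reaches 50% inhibition but some replicates fall short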
Target sequence (Q5AAJ8 whole entry, looked up): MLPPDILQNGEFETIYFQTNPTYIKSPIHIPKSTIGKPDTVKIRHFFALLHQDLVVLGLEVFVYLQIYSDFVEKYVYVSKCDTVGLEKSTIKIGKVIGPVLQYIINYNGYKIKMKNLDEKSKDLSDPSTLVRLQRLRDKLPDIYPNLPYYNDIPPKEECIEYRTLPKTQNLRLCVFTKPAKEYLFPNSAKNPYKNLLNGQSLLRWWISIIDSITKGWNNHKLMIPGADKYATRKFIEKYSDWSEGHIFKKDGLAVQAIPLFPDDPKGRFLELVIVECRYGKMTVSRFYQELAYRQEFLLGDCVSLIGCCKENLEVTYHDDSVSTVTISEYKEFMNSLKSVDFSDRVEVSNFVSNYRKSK
V-ATPase pH: regulators of yeast V-ATPase proton pumping, primary screen, pHLuorin cytosolic pH fluorescence. hit rate 0.37% among 350,000. response, % at 10 µM. AID 504577, 2011. S. cerevisiae; in the data active means response mostly above about 7.3%, no sharp cut-off; inactive means mostly below about 5.4%; further: actives read high; inactives centre near 0; some compounds called inactive have numbers as strong as hits
CDK5 p35 inh: inhibitors of human CDK5/p35 kinase, primary screen, biochemical, single concentration; Cyclin-dependent kinase 5 (Homo sapiens) + Cyclin-dependent kinase 5 activator 1 (Homo …; Recombinant CDK5/p35, ADP-Glo luminescence, 60 min; inhibition, % at 10 µM; hit rate 0.01% among 330,000;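 active means highest replicate inhibition of at least 50% and at least 75% of replicates reaching 50%; inconclusive means only one of the two criteria met; inactive means both criteria failed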;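 further: plate controls were DMSO neutral control for no effect and GW8510 at 10 µM for full effect; many of its hits are not listed in these tables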
CAL PDZ FP-1: untagged CAL PDZ binding inhibitors, primary screen, biochemical, fluorescence polarization, HTS; Golgi-associated PDZ and coiled-coil motif-containing protein (Homo sapiens), Q9HD26; purified CAL PDZ, TMR-peptide fluorescence polarization, 1 h; inhibition, % at 24.9 µM; hit rate 0.92% among 300,000; AID 602252, 2012;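 active means mean inhibition of at least 30% with at least half of replicates also reaching 30%; inconclusive means no clear call, values can overlap the other calls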;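 further: 0% = DMSO neutral control and 100% = excess unlabeled competitor peptide PRC23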
Wnt bcat act: Wnt/beta-catenin pathway activators, primary screen, cell-based, plate reader, single point | Wnt/beta-catenin reporter cell assay, activator | activation, % at 9.35 µM | hit rate 1.2% among 300,000 | AID 743398, 2014; in the data active means activation above about 30%, passing the limit was not always enough; inconclusive means no clear call, values can overlap the other calls;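 further: 0% = neutral control wells and 100% = positive control wells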
Tat export inh: E. coli Tat export inhibitors, primary screen, MC4100, TorA-mCherry reporter, fluorescence, single point. AID 488895, 2010. hit rate 0.036% among 340,000. inhibition, % at 10 µM;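 active means mean replicate inhibition at least 50% and at least half of replicates individually reaching 50%; inconclusive means only one of the two criteria met; inactive means neither criterion met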;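 further: exported cargo escapes ClpAP degradation while cytoplasmic cargo is degraded and loses fluorescence; 0% = median of neutral control wells and 100% = median of NaSCN control wells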
MITF TRPM1 HTS: activators of MITF-driven TRPM1 promoter reporter, primary screen, cell-based, SK-MEL-5, luciferase, single point; activation, % at 12.5 µM; hit rate 0.75% among 300,000; SK-MEL-5 TRPM1-promoter luciferase, 24 h; % of positive control, neutral wells = 0; AID 588334, 2011;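 active means mean activation of at least 80% with every replicate also reaching 80%; inconclusive means mean reaches 80% but some replicate falls short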;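 further: 0% = neutral control wells and 100% = parthenolide positive control wells; values of inactives mirror those of a sister screen read the other way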
dFosB activator: activators of delta FosB homodimer, primary screen, biochemical, fluorescence polarization, TAMRA-CDK5 oligo, single point; hit rate 0.99% among 340,000; purified delta FosB; percent of positive-control signal above neutral wells; activation, % at 25 µM; Protein FosB (Mus musculus), P13346;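 active means mean activation above about 17%, with every replicate also reaching it, limit read from the data, passing the limit was not always enough; inconclusive means only one of the two conditions met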;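 further: fluorescence polarization rise as delta FosB binds a TAMRA Cdk5 AP-1 oligo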
Target sequence (P13346 whole entry, looked up): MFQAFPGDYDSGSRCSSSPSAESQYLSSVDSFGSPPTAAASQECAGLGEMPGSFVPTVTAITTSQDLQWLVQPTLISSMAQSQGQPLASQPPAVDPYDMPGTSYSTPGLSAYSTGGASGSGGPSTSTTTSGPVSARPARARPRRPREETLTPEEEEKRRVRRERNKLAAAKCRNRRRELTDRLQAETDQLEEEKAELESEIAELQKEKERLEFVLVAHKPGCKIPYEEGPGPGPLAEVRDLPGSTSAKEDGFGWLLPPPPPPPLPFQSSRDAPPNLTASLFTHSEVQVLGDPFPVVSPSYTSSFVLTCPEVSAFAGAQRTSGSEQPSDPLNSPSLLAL
CAL PDZ FP-2: CAL PDZ peptide-binding inhibitors, primary screen, biochemical, fluorescence polarization, Cer-tagged CAL PDZ, HTS. inhibition, % at 20 µM. purified CAL PDZ, TMR-peptide fluorescence polarization, 1 h. Golgi-associated PDZ and coiled-coil motif-containing protein (Homo sapiens), Q9HD26. AID 504414, 2011. hit rate 0.02% among 330,000;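 active means highest replicate inhibition of at least 40%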;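 further: plate controls were DMSO neutral control wells for no effect and unlabeled competitor peptide control wells for full effect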
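Material – purified CerCALP PDZ construct · Detection – FP readout, S and P plane fluorescence · Measure – percent inhibition from loss of millipolarization · Controls – unlabelled peptide for full inhibition, DMSO wells as neutral · Probe or stimulus – TMR-labelled reporter peptide T*-PRC34 bound in PDZ groove · Times – 1 h at RT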
cardiac RTF act: cardiac RTF calcium sensitivity activators, primary screen, biochemical, IANBD-TnC fluorescence, EC20 calcium. hit rate 0.24% among 340,000. IANBD-labeled TnC RTF fluorescence at EC20 calcium; 0% EC20 calcium, 100% full calcium. Troponin I, cardiac muscle (Homo sapiens) + Troponin T, cardiac muscle (Homo sapiens) + …. activation, % at 7.2 µM;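 active means activation above the mean over all tested compounds plus 3 SD, cut at about 30% in these data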;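 further: rise in fluorescence read as greater calcium sensitivity of cardiac thin filaments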
Starred values were filed as active, the others as inactive; u = inconclusive; x = no result given.

SMILES	Rtt109 Vps75	V-ATPase pH	CDK5 p35 inh	CAL PDZ FP-1	Wnt bcat act	Tat export inh	MITF TRPM1 HTS	dFosB activator	CAL PDZ FP-2	cardiac RTF act
O=C1CC(C(=O)Nc2ccccc2)S/C(=N\NC(=O)c2ccccc2Cl)N1 (stereo unspecified)	-6	3	-0.9	x	-1	5	0	5	-0.5	3
CS(=O)(=O)N1CCN(c2ccccc2NC(=O)Nc2cccc(Cl)c2)CC1	3	-5	0.0	-4	3	8	6	-4	-1.0	-1
N#C/C(=C\c1ccc(OCc2ccccc2)cc1)C(N)=O	2	3	-3.7	-5	41*	9	63	-17	-3.0	3
O=C(c1cccs1)N1CCN(c2ncc(C(F)(F)F)cc2Cl)CC1	5	-2	0.2	5	6	2	16	-12	-1.9	0
CC(C)C[C@H](NC(=O)c1nc[nH]c1C(=O)N1CCC(C)CC1)C(=O)OCc1ccccc1	-5	-1	-1.9	2	-2	4	7	-4	0.1	6
Cc1cccc(-n2c(Cc3cc(=O)[nH]c(=O)[nH]3)nnc2SCC(=O)NCC2CCCO2)c1 (stereo unspecified)	4	0	0.5	5	-2	3	-11	-7	-0.5	7
O=C(COC(=O)Cc1c(Cl)cccc1Cl)Nc1ccc(OC(F)(F)F)cc1	0	6	1.2	-1	-5	2	-17	-6	-2.1	-8
NC(=O)c1ccccc1OCC(=O)N1CCC(Cc2ccccc2)CC1	-1	-5	-0.6	-2	-3	-4	-30	-11	-2.4	-4
CCOc1ccc(NC(=O)CCn2nc(C)c(S(=O)(=O)N3CCCCC3)c2C)cc1	-9	-1	-1.5	-3	0	-4	-3	-8	-1.4	-3
CN(CC(=O)NCC1COc2ccccc2O1)S(=O)(=O)c1ccc(Cl)cc1 (stereo unspecified)	-11	-2	-2.8	-3	-2	16	1	-9	-0.6	-9
CCN(CC(=O)NCc1cccs1)C(=O)CCCOc1ccc(C(C)(C)C)cc1	6	-2	0.2	-4	5	16	12	-16	-1.3	-2
Cc1nn(C)c(C)c1S(=O)(=O)N(CC(=O)NCCCN1CCC(C)CC1)c1ccc(C(C)C)cc1	26	-4	1.6	1	-3	u	0	6	-2.3	-2
CCNC(=O)OCCC12CC3CC(CC(C3)C1)C2	7	3	0.1	-3	x	-14	16	-2	-0.8	1
O=C(c1cccc(Cl)c1)N1CCN(C2CCCCC2)CC1	-5	-3	-4.3	-5	-3	-5	x	4	-0.3	6
Cc1ccc(NC(=O)C2=CC(c3cccs3)=NS(=O)(=O)N2C)cc1	2	-1	-2.8	x	-2	-6	-5	13	0.2	4
Cn1nccc1C(=O)Nc1cccc(C(F)(F)F)c1	x	1	-0.9	1	-1	-13	2	-6	-3.0	-8
CC(C)C[C@H](N)c1cn([C@@H](Cc2cc3ccccc3[nH]2)C(=O)N2CCNCC2)nn1	30	-3	-0.3	0	1	4	35	-2	0.4	0
Cc1noc(NS(=O)(=O)c2ccc(NC(=O)NC(C)(C(F)(F)F)C(F)(F)F)cc2)c1C	11	5	0.8	0	1	-2	0	-11	-3.9	9
CC1Cn2c(CCc3ccccc3)nnc2S1 (stereo unspecified)	-2	-2	-0.1	-4	0	5	-8	1	-2.5	-1
CN(C)CCNc1nc2sc3c(c2c(=O)n1-c1ccc(F)cc1)CCCCC3	5	-2	-2.6	-7	-3	-12	11	-9	0.0	11
COc1ccc(-c2n(CC(=O)OC3CC(C)CCC3C(C)C)c3ccccc3[n+]2C)cc1 (stereo unspecified)	-2	0	-0.3	-1	-3	9	-91	-7	-2.8	-3
O=C(NCc1cccc(Cl)c1)C1CCC(=O)N(CCCN2CCCC2=O)C1 (stereo unspecified)	5	2	-1.7	70*	5	3	1	-2	-0.1	-2
CC(=O)c1ccc(N2CCN(c3ncccn3)CC2)c([N+](=O)[O-])c1	-2	3	0.2	0	-3	-2	x	-1	-2.1	-5
O=C(N1CCOCC1)N1CCN(S(=O)(=O)c2ccccc2)C1	-4	-2	-1.1	-3	1	-3	x	0	-0.4	1
O=C(CCNC(=O)c1ccc([N+](=O)[O-])cc1)NC1CCCCC1	-1	-1	0.2	-4	-2	4	-10	-5	-2.7	-4
COc1ccc(C(=O)N2CCC(C(=O)O)CC2)cc1	-4	3	-1.3	-6	x	0	-9	1	0.3	1
CN(C)C(=O)CN(c1ccc(F)c(Cl)c1)S(C)(=O)=O	0	5	-1.3	-3	x	-5	-2	-3	-2.9	3
Cc1cc(C(=O)N2CCCC(N3CCN(c4cccc(Cl)c4)CC3)C2)nc(C)n1 (stereo unspecified)	-2	-2	-2.8	x	-1	1	0	-6	-0.3	1
CC1=C(C(=O)OCc2cc(C)on2)N2C(=O)[C@@H](NC(=O)OCc3cc(C)on3)[C@H]2SC1	-2	4	0.5	-5	-1	3	0	-9	-1.1	-4
CC(=O)N1CCN(S(=O)(=O)c2cccc(C(=O)NCCC3=CCCCC3)c2)CC1	3	-1	-2.2	1	-2	-1	4	-5	-1.8	-4
Cn1c(SCc2ccccc2F)nc2ccccc2c1=O	4	9	-5.1	-1	0	3	-6	6	-0.4	14
COc1ccc(N/C=C\C(=O)c2ccc3c(c2)OCO3)cc1	-7	3	-0.6	3	75*	-9	53	5	-1.6	4
N#C/C(=C\c1ccc(OCc2ccc(Br)cc2)cc1)C(=O)Nc1cccc(C(=O)O)c1	26	-4	0.4	-2	30	1	47	-19	-3.0	2
CCn1c(/C=C/N(C(C)=O)c2ccccc2)[n+](CCCS(=O)(=O)[O-])c2cc(Cl)c(Cl)cc21	-2	0	-0.2	-6	-11	4	-15	0	-1.0	-1
O=C(CC(=O)N/N=C\c1cccc(Cl)c1Cl)NCc1ccccc1	-5	0	-0.2	16	-2	10	6	-12	0.2	-4
O=C(NCC(c1ccco1)N1CCc2ccccc21)c1ccccc1Br (stereo unspecified)	0	-3	0.5	-2	-6	3	1	-10	1.6	-10
O=C(CCn1c(=S)oc2ccccc21)NC1CCCCC1	3	1	-0.6	-2	1	-5	4	0	-2.3	-2
CCOc1cc(C(=O)N2CCN(c3ccccn3)CC2)cc(OCC)c1OCC	10	-5	-0.3	5	1	-2	2	-8	-0.5	-3
COc1ccc(-c2cccc(NC(=O)c3cccs3)c2)nn1	-6	-2	-1.9	x	0	5	4	-15	-4.4	6
O=C(O)CC(Cc1ccc(Cl)cc1)C(=O)Nc1ccccc1 (stereo unspecified)	-2	-1	0.5	1	-2	-4	x	-3	-0.7	-1
CCCCNc1ccc(C(CC(N)=O)NC(=O)c2ccccc2)cc1[N+](=O)[O-] (stereo unspecified)	-7	-3	-1.1	-1	0	-2	8	0	0.0	1
CS(=O)(=O)Nc1cccc(-c2cn3c(n2)SCC3)c1	6	-1	-0.3	-3	-1	0	1	2	-2.8	-3
COc1ccc(C2C(C(=O)O)CCC(=O)N2c2ccc(C)cc2)cc1OC (stereo unspecified)	-3	-2	-1.2	1	-1	1	3	3	-0.5	3
COc1ccc2[nH]c3c(=O)n(Cc4ccco4)cnc3c2c1	2	-1	-0.2	x	15	-8	x	-1	-0.1	5
O=C(CCNC(=O)c1ccc(Cl)cc1)Nc1ccccc1N1CCCCC1	5	-1	-0.8	0	0	9	22	-13	-3.0	-12
Cn1nc(C(F)(F)F)c(/C=N/OC(=O)c2ccccc2Cl)c1SCc1ccccc1Cl	5	-3	0.1	-3	x	-1	x	5	-0.9	0
C=CCn1c(CCNC(=O)c2ccc(Cl)c(Cl)c2)nnc1SCCOc1ccc(OC)cc1	-1	1	1.4	-3	-4	14	4	-17	-2.9	-2
CCn1c(SCC(=O)NCc2cccs2)nnc1-c1ccncc1	7	-1	0.8	-2	-4	-1	4	1	-0.7	7
COc1cc(/C=C/C(=O)OCC(=O)c2c[nH]c3ccccc23)ccc1OC(F)F	1	0	1.3	-5	-4	4	0	-1	-0.5	6
COc1ccc(N2CCc3c(C)nc(SC)nc32)cc1	1	-2	-1.7	0	-4	-8	19	-3	0.1	-1

(cont.)
SMILES	Rtt109 Vps75	V-ATPase pH	CDK5 p35 inh	CAL PDZ FP-1	Wnt bcat act	Tat export inh	MITF TRPM1 HTS	dFosB activator	CAL PDZ FP-2	cardiac RTF act
COCc1nnc(NC(=O)C23CC4CC(CC(C4)C2)C3)s1	-5	-2	2.2	-2	2	-2	26	2	0.0	-8
CC(C)(C)c1cc(=O)[nH]c(SCc2ccccc2Cl)n1	0	19	-3.1	-1	-4	6	-8	-7	x	0
COc1ccc(C2CC(=O)c3cnc(N4CCN(Cc5ccccc5)CC4)nc3C2)cc1 (stereo unspecified)	-1	3	-0.7	-3	x	14	-13	-8	-0.9	-4
CCCC(=O)C1=C(O)C(C(=O)OC)C(C)(C)CC1=NC(C)C (stereo unspecified)	-1	1	-0.3	-2	x	-9	0	-7	-1.9	-4
O=C(N/N=C/c1ccc(O)c(O)c1)c1cc(-c2ccccc2)nc2ccccc12	11	0	-0.3	-1	-3	3	6	-4	6.0	1
CCOC(=O)c1ccc(Nc2cc(C)nc(C)c2C(=O)OCC)cc1	2	4	0.3	-6	x	18	-11	-7	0.0	6
O=[N+]([O-])c1ccc2nc(SCc3ccccc3Cl)sc2c1	-4	5	-1.0	-6	x	-4	30	-12	x	-2
O=C(c1ccc(Cl)cc1)C1CCN(C(=O)C2CC2)CC1	-2	2	0.0	-5	x	-5	x	1	-0.4	-3
O=C(CNc1ccc2ccccc2c1)N/N=C/c1ccncc1	-1	0	-1.0	4	-2	3	1	-8	-0.3	4
Cc1ccc(-n2nnnc2CNC(=O)C2CC(=O)N(c3ccccc3)C2)cc1C (stereo unspecified)	6	-4	0.5	x	1	-4	3	-6	-0.9	-1
COc1ccccc1N1CCN(CC(=O)Nc2ccc(CN3CCCCC3)cc2)CC1	15	3	0.1	1	-6	6	-5	3	-1.1	6
O=C(O)c1cccc(NC(=O)c2cc(-c3cccc(Cl)c3)nc3ccccc23)c1	x	1	-0.2	9	0	5	4	-9	-1.0	4
O=S(=O)(c1ccc2c(c1)OCCO2)N1CCC(c2nc3ccccc3[nH]2)CC1	-1	0	-0.6	-4	x	0	-4	-5	-3.9	5
Cc1ccccc1NC(=O)CCS(=O)(=O)c1cccc2nonc12	3	-1	3.6	-3	-1	-9	-5	4	-1.8	-1
